Source: PubChem
Dicer inh – inhibitors of Dicer pre-microRNA processing, primary screen, biochemical, cat-ELCCA, chemiluminescence. cat-ELCCA pre-miR-21 Dicer processing; hits give high values. z-score at 25 µM. hit rate 6% among 47,000; in the data active = z-score above about 3, passing the limit was not always enough;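 also: plate controls were vehicle for no effect and no enzyme for full effect; higher signal means more uncleaved substrate so more Dicer inhibition; strong numbers were not always called active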
Target sequence (Q9UPY3 whole entry, looked up): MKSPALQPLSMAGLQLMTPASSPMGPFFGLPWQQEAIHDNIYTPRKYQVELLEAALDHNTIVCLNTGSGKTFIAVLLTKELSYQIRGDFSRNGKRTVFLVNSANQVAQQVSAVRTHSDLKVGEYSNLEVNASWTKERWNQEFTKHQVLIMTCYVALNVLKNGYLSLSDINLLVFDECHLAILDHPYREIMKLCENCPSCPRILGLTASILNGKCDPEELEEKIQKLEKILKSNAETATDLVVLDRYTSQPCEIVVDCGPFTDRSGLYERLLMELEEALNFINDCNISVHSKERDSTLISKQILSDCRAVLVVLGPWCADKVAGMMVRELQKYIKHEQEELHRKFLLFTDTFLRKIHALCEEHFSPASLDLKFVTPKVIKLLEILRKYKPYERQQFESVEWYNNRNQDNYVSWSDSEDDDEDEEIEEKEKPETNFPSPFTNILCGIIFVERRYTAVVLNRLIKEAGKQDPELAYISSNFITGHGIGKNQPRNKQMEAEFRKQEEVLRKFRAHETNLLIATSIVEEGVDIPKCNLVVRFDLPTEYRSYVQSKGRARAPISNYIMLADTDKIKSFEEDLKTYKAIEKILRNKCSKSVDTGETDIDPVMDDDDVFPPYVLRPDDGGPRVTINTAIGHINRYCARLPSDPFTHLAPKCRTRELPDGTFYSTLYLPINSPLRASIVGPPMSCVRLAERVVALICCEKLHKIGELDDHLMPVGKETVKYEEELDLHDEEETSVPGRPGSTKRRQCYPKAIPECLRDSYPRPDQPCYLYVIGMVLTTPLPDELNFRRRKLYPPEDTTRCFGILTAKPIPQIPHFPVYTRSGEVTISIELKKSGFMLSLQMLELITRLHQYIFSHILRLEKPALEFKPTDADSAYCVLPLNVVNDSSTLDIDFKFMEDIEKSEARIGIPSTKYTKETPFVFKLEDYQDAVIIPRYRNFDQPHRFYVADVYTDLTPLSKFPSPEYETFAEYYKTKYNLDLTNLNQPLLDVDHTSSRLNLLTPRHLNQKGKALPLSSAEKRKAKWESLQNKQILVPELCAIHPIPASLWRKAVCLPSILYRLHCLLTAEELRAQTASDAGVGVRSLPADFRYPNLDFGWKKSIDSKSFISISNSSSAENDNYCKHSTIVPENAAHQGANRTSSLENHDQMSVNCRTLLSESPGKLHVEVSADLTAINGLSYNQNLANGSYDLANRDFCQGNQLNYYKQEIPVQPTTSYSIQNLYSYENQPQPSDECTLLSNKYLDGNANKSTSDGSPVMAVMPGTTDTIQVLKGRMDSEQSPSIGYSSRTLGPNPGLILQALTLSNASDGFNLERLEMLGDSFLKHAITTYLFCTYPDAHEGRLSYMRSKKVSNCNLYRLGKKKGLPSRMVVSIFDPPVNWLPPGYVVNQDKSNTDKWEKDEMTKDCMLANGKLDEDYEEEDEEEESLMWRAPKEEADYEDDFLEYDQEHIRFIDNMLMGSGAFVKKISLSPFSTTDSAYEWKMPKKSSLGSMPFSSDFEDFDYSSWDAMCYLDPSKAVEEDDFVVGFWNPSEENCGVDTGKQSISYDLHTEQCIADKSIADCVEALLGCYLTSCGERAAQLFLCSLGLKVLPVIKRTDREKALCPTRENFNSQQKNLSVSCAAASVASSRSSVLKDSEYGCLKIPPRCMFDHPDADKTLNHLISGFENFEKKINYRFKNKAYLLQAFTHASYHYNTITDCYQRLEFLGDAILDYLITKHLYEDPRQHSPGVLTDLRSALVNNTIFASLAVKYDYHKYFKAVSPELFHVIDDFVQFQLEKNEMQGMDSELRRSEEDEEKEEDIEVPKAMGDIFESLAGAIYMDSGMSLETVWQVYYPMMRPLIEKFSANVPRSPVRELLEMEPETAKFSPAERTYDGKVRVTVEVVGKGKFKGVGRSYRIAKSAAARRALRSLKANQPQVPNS
An asterisk follows results filed as active; & = joins results of further samples.

SMILES | Dicer inh
Nc1ccc(CCc2nc3ccc(N)cc3[nH]2)cc1 | 0
COc1cccc(OCc2ccc(Cl)cc2)c1C#N | -0.62
O=C(Nc1nccs1)c1ccc2noc(-c3ccc(Cl)cc3)c2c1 | -1.6
c1ccc(CCc2nc3ccccc3[nH]2)cc1 | 3.2*
CC(C)(C)C(=O)NNc1ncnc2sccc12 | 0.33
O=C(Nc1ccc(Cl)cc1Cl)c1cnc(Sc2ccccc2)cc1C(F)(F)F | -1.9
Cc1cc2oc3c(c(=O)c2cc1C)C(c1ccccc1F)N(c1nccs1)C3=O (stereo not drawn) | 1.2
CC(C)n1c(Sc2ncc([N+](=O)[O-])s2)nc2cc(C(F)(F)F)ccc21 | 0.13
CSc1scc2c1C(=O)CC(C)(C)C2 | 0.87
CCc1c(C)nc(Nc2nc(C)c3cc(C)ccc3n2)[nH]c1=O | 2.1
CC1=C(C(=O)OC(C)C)C(c2cccc(Cl)c2)n2c(nc3ccccc32)N1 (stereo not drawn) | 0.08
FC(F)(F)c1cc(Cl)c(N/N=C2/CCCc3ccccc32)c(Cl)c1 | -0.77
COc1ccc(COC(=O)C2=C(C)NC3=C(C(=O)CCC3)C2c2cc(Cl)c(O)c(OC)c2)cc1 (stereo not drawn) | 0.24
CCN(CC)c1ccc(Nc2nc(-c3sc(C)nc3C)cs2)cc1 | 1
Cn1c(=O)cc2c3c(c(NS(=O)(=O)c4ccc(Cl)cc4)ccc31)C(=O)c1ccccc1-2 | 1.1
CCCCc1c(C)nc2ccccc2c1SCCC(=O)O | 3.7*
COc1ccc(C(=O)CC2(O)C(=O)N(C)c3ccccc32)cc1 (stereo not drawn) | 1.2
Clc1ccc(Oc2ncnc3sc4c(c23)CCCC4)cc1 | 1.6
CC1=C(C(=O)Nc2ccc(Br)cn2)C(c2ccc(C)cc2)C2=C(CC(C)(C)CC2=O)N1 (stereo not drawn) | -0.43
Cc1cc(C)cc(N2C(=O)C3CN=NC3(C)C2=O)c1 (stereo not drawn) | 2.2
O=C(c1cccc(F)c1)N1CCN(C(=O)c2cc3n(n2)C(C(F)(F)F)CC(c2ccco2)N3)CC1 (stereo not drawn) | 1.1
COC(=O)[C@@H](Cc1ccccc1)NC(=O)c1cccc2ccccc12 | 0.91
Cn1c(CN2CCOCC2)nc2cc(NS(=O)(=O)c3ccc(F)cc3)ccc21 | 2
N#Cc1c(-c2ccncc2)c2c([nH]c1=O)-c1ccccc1OC2 | -1.9
O=C(O)COCCN1CCN(C(c2ccccc2)c2ccc(Cl)cc2)CC1 (stereo not drawn) | 2.1
(list continues)
SMILES | Dicer inh
CCCCN1C(=O)C2(/C(=C(/O)c3ccc(OC)c(C)c3)C(=O)C(=O)N2CCOC)c2ccccc21 (stereo not drawn) | 0.24
Cc1cc(NC(=O)C2=C(O)c3ccccc3S(=O)(=O)N2C)no1 | 21
CC1CCN(Cc2nc3c(c(=O)n(C)c(=O)n3C)n2CC(=O)C(C)(C)C)CC1 | 0.28
COc1ccc(NS(=O)(=O)c2ccc(Br)cc2)cc1 | 2.3
CCOC(=O)CN(C)S(=O)(=O)c1ccsc1C(=O)OC | 1.2
Cc1cc(Oc2ncccc2[N+](=O)[O-])c2c(Cl)ccc(C)c2n1 | -0.45
CCOC(=O)CNC(=O)CC(C)(C)C | -2.3
COC(=O)c1cc(S(=O)(=O)N2CCC(C(N)=O)CC2)oc1C | 0.39
Cc1ccccc1OC1C(=O)N(C2CCCC2)C1c1ccc2c(c1)OCO2 (stereo not drawn) | 0.23
Cc1ccc2oc(=O)n(CC(=O)c3ccc(F)cc3)c2c1 | -2.6
O=S(=O)(c1ccc(-c2ccc(S(=O)(=O)N3CCOCC3)s2)s1)N1CCOCC1 | -0.29
Cn1c(SCc2ccc(Cl)c(Cl)c2)n[nH]c1=S | -1.4
Cc1nc(N2C(=O)c3oc4ccccc4c(=O)c3C2c2ccc(C(C)C)cc2)sc1C (stereo not drawn) | 0.75
COc1ccc(C2Nc3ccc(Br)cc3-c3nnc(SC)nc3O2)cc1O (stereo not drawn) | 1.6
CSc1sc(C(=O)NC(=O)NCc2cccnc2)c(C)c1-c1ccno1 | -1.6
C=CCNC(=O)c1cc2c(n(-c3ccc(Cl)cc3)c1=O)CC(C)(C)CC2=O | 1.9
COc1ccc2nc(Nc3nc(C)cc(-c4ccccc4)n3)nc(C)c2c1 | -1.5
Cc1ccc(C2CC(C(F)(F)F)n3ncc(C(=O)NCC4CCCO4)c3N2)cc1 (stereo not drawn) | 0.63
COc1ccccc1N1CCN(CCCCNC(=O)c2ccc3ccccc3c2)CC1 | 1.8&0.18
CC(=O)OC[C@H]1OC=C[C@@H](OC(C)=O)[C@@H]1OC(C)=O | -0.79
CCCc1ccc(SC(=O)N(C)C)cc1O | -0.4
CCN(CCN)c1ccc2c(=O)[nH][nH]c(=O)c2c1 | 2.6
CC(C)(C)c1cc2nc(N)nc(N)n2n1 | -0.2
CCOC(=O)Cc1csc(=S)n1-c1ccc(OC)cc1 | 1.2
Cc1c(CC(=O)O)sc2ccc(Cl)cc12 | -1.1

In another format: 3 of the compounds above.
Molecule,Dicer inh
CCOC(=O)Cc1csc(=S)n1-c1ccc(OC)cc1,1.2
CCN(CCN)c1ccc2c(=O)[nH][nH]c(=O)c2c1,2.6
Cc1nc(N2C(=O)c3oc4ccccc4c(=O)c3C2c2ccc(C(C)C)cc2)sc1C (stereo not drawn),0.75

Further structures:
SMILES | Dicer inh
Brc1ccc(OCc2cn3ccccc3n2)cc1 | -5.2
COCCCn1c2c(c(=O)[nH]c1=O)C(c1ccc(Cl)cc1)C1=C(N2)c2ccccc2C1=O (stereo not drawn) | -1.3
N#Cc1c[nH]c2ccc(N3C(=O)c4ccccc4C3=O)cc12 | 0.35
COc1ccc(/C=C2\N=C(c3ccccc3)N(/N=C/c3ccc4c(c3)OCO4)C2=O)cc1 | 1.8
Cc1ccc(OC(C)(C)C(=O)O)c2c1CCC2 | -0.53
Cc1nn(C(=O)C2CC2)c(C)c1Sc1ccc(C(F)(F)F)cn1 | -1.9
CCOC(=O)CSC1=C(C#N)C(c2ccco2)C(C(=O)Nc2ccccc2)=C(C)N1 (stereo not drawn) | -0.47
CC(C)=NNC(=S)Nc1ccc(Cl)cc1 | 6*
CCC/C(O)=C(/C=Nc1ccccc1C(=O)OC)C(=O)OCC | 3.2*
OCC#CCSc1nnc(-c2ccccc2Br)o1 | -0.64
COc1ccc(-c2cc(=O)c3cc(OC(=O)C(C)C)ccc3o2)cc1 | 2.1
CN(C)CCOC(=O)c1cccc2c1-c1ccccc1C2=O | -1
CCOC(=O)c1cn(C(=O)c2ccco2)nc1C(F)(F)F | 0.86
CC(C(c1cccs1)c1c(N)n(C)c(=O)n(C)c1=O)[N+](=O)[O-] (stereo not drawn) | -2.4
O=C(c1ccc(F)cc1)C(C(=O)N1CCN(C/C=C/c2ccccc2)CC1)n1ccccc1=O (stereo not drawn) | -0.72
Cc1cc(=O)[nH]c(SCC(=O)c2cccs2)n1 | 3
Cc1onc(-c2ccccc2Cl)c1NC(=O)Nc1c(F)cccc1F | 0.26
Cc1noc(C)c1S(=O)(=O)Oc1ccccc1N1CCOCC1 | 0.24
COc1ccc(S(=O)(=O)Nc2nc(-c3cccc([N+](=O)[O-])c3)cs2)cc1OC | -2.8
Cc1ccc(-c2cn3cc(-c4ccc(Cl)cc4)nc3n2C)cc1 | -1.2
CC1CN(C)c2ccccc2N(C)C1=O (stereo not drawn) | -1.1
CC(O)C(Nc1ncnc2ccccc12)C(=O)O (stereo not drawn) | 0.03
CCOc1nc(-c2ccc(OC)cc2)ccc1-c1noc(-c2cccnc2)n1 | 1.7
Cc1ccnc(SC2CC(=O)N(c3ccc(Cl)cc3)C2=O)n1 (stereo not drawn) | 0.05
Cn1c(N2CCOCC2)nc2c1c(=O)n(Cc1ccccc1)c(=O)n2C | -0.43

A different layout for 3 compounds above.
| Compound | Dicer inh |
| --- | --- |
| Brc1ccc(OCc2cn3ccccc3n2)cc1 | -5.2 |
| CC(O)C(Nc1ncnc2ccccc12)C(=O)O (stereo not drawn) | 0.03 |
| Cc1ccc(OC(C)(C)C(=O)O)c2c1CCC2 | -0.53 |

Going on with the list:
SMILES | Dicer inh
COc1ccc(C(=O)/C(C#N)=C/c2ccc(C#Cc3ccccc3)s2)cc1 | 1.1
COc1ccc(C2=Nc3ccccc3SC(c3ccccc3)C2)c(O)c1 (stereo not drawn) | -3.2
CCOC(=O)Nc1cc(OC)c(OC)cc1C(=O)OC | -0.76
COc1cc(C2(C)SCc3cc(C)c(C)cc3CS2)ccc1O | 1.7
COc1ccc(C2CC(=O)C3=C(C2)Nc2ccccc2NC3c2ccc(OC)cc2)cc1 (stereo not drawn) | 4.5*
COC(=O)c1cc(S(=O)(=O)Nc2nn(C)c3cccc(F)c23)oc1C | 0.62
O=C(O)c1cccc2c1NC(c1ccccc1)C1C3CCC(C3)C21 (stereo not drawn) | 2
O=C(O)CN(Cc1ccccc1)Cc1ccccc1 | -1.4
O=C(c1nc2ncccn2n1)N1CCN(C(c2ccccc2)c2ccccc2)CC1 | -1.1
C=CCOC(=O)C1=C(C)NC2=C(C(=O)CCC2)C1c1cccc(OC)c1OC (stereo not drawn) | -0.58
O=c1[nH]c(CSc2nnc(-c3cccnc3)n2-c2ccccc2)nc2ccccc12 | -0.39
CCCCCNS(=O)(=O)c1cccc2c(N)cccc12 | -2
COc1ccc2ccnc(C3C(=O)c4ccccc4C3=O)c2c1 | -0.32
O=C(O)CNC(=O)c1cc(C(F)(F)F)cc(C(F)(F)F)c1 | -0.81
Oc1ccc2ccccc2c1N=Nc1cccc(Cl)c1 | 3.7
CC(C)(C)OC(=O)NC1CCN(S(=O)(=O)c2ccc(Cl)cc2)CC1 | -1.1
CC(=O)NC(=O)c1cccc2cccc(I)c12 | -1.1
CCOC(=O)N1CCN(S(=O)(=O)c2c(C)cc(C)cc2C)CC1 | 1.2
C=CCNc1nc2c(c(=O)n(C)c(=O)n2C)n1CCCCCC | -0.73
CCN(C(=S)Nc1cccc(C(F)(F)F)c1)c1ccccc1 | -1.7
O=C(O)CCSc1nnc(-c2cccc(Br)c2)o1 | -0.41
COC(=O)c1cn(C(=O)c2ccco2)c2ccccc12 | -0.78
O=C(Nc1ncc(Cc2ccc(F)cc2)s1)c1csc2c1CCCC2 | 2
Cn1c(=O)c2c(nc(N3CCOCC3)n2Cc2cccc(Br)c2)n(C)c1=O | 0.3
O=C(NCCCn1ccnc1)c1nn2c(C(F)(F)F)cc(-c3ccccc3)nc2c1Br | -0.55

4 successive entries from above, for reference:
SMILES | Dicer inh
COC(=O)c1cc(S(=O)(=O)Nc2nn(C)c3cccc(F)c23)oc1C | 0.62
O=C(O)c1cccc2c1NC(c1ccccc1)C1C3CCC(C3)C21 (stereo not drawn) | 2
O=C(O)CN(Cc1ccccc1)Cc1ccccc1 | -1.4
O=C(c1nc2ncccn2n1)N1CCN(C(c2ccccc2)c2ccccc2)CC1 | -1.1

(cont.)
SMILES | Dicer inh
CCc1c(C)nc2n(c1=O)C(CS(=O)(=O)c1ccc(C)cc1)CS2 (stereo not drawn) | -0.72
O=C(NCC1CCCO1)C(=O)Nc1ccc(Br)cc1 (stereo not drawn) | 0.71
CC1CCc2c(sc(NC(=O)c3ccncc3)c2C(N)=O)C1 (stereo not drawn) | -0.66
CCCN1C(=O)C2(/C(=C(/O)c3ccc(F)cc3)C(=O)C(=O)N2CCCN(C)C)c2ccccc21 (stereo not drawn) | -0.34
COc1cccc(Oc2c(C(F)(F)F)oc3cc(OC)ccc3c2=O)c1 | -0.07
CSc1sc(C#N)c2c1/C(=N/OC(=O)c1ccc(Cl)cc1)CCC2 | -2.4
CC(C)(C)c1ccc(-c2noc(CSc3n[nH]c(=O)n3C3CC3)n2)cc1 | -0.02
CC(C)S(=O)(=O)/C(C#N)=C/N1CCC(C(F)(F)F)CC1 | -1.2
CC(C)NC(=O)CSc1nnc(CSc2cc(C(F)(F)F)nc3ccccc23)n1C | 0.23
N=C(N)c1ccc(OCCCCCOc2ccc(C(=N)N)cc2)cc1 (tested in a mixture with another compound) | -4.6
Cc1nnc(Nc2cccc(Cl)c2C)s1 | 3.4*
O=C(CN1CC(=O)Oc2ccccc21)OCC(=O)c1ccccc1 | 0.97
Nc1nc(Nc2ccc(Cl)cc2)n[nH]1 | 5.4*
Cc1ccnc(SCc2cc(=O)n3c(nc4ccccc43)[nH]2)n1 | 0.19
Cc1ccc(NC(=S)NC2CC3C=CC2C3)c(C)c1 (stereo not drawn) | 0.4
N#Cc1cc(NC(=O)c2ccccc2)c(=O)n2c1sc1ccccc12 | 1
C#CCSc1n[nH]c(=O)n1-c1ccc(OCc2ccccc2)cc1 | -0.73
Cc1ccc(NC(=O)C2CCCCC2C(=O)O)cc1C (stereo not drawn) | -0.72
COc1ccccc1OCCn1c(=O)n(C)c2ccccc21 | -1
CCOC(=O)NC(=O)/C(C#N)=C/Nc1sc(C)c(C)c1C(=O)OCC | -3.8
O=C(O)Cc1ccc2c3c(cccc13)CC2 | -0.44
Cc1nc(SCC(=O)C(C)(C)C)[nH]c(=O)c1Cc1c(F)cccc1Cl | 0.96
COc1cc(/C=N/NC(=O)c2oc3nc(-c4ccccc4)cc(C)c3c2N)ccc1O | 1.8
CNC(=S)NNC(=O)c1ccc2ncccc2c1 | -0.02
Cc1cc(N/N=C/c2ccc([N+](=O)[O-])s2)nc2c(N)n[nH]c12 | 2.5
O=C(Nc1ccc(F)cc1F)c1cnccn1 | 2
COC(=O)c1c(C)oc2cc(Br)c(OC)cc12 | 0.66
Cc1[nH]nc(-c2cccs2)c1C(=O)N/N=C/c1ccc([N+](=O)[O-])s1 | 0.01

Part of the list above, comma-delimited:
smiles,Dicer inh
CCN(CC)c1ccc(Nc2nc(-c3sc(C)nc3C)cs2)cc1,1
Brc1ccc(OCc2cn3ccccc3n2)cc1,-5.2
COC(=O)c1c(C)oc2cc(Br)c(OC)cc12,0.66

Not all compounds are listed; count on the stated rates, not on these rows.
